Screening data from PubChem BioAssay.
Keap1-Nrf2 PPI: inhibitors of human Keap1-Nrf2 protein-protein interaction | Keap1 Kelch-Nrf2 peptide fluorescence polarization, 1536-well | 340,000 tested, 0.15% active | inhibition, % at 9.4 µM | Q14145; in the data active means inhibition above about 12%; inconclusive means no clear call, values can overlap the other calls; inactive means below about 7.3%;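 further: human Keap1 Kelch domain with fluorescein labeled Nrf2 9mer peptide probe; 0% = neutral control wells and 100% = peptide positive control; higher means more block of Keap1 binding to Nrf2 peptide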
Rtt109 Vps75: blocks Candida albicans Rtt109/Vps75 acetyltransferase activity; Q5AAJ8; purified Rtt109/Vps75, ThioGlo CoA-SH fluorescence, 4 h; inhibition, % at 34.9 µM; 330,000 tested, 0.16% active; AID 540336;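 active means inhibition of at least 50% in every replicate; inconclusive means best replicate reaches 50% inhibition but some replicates fall short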
Target sequence (Q5AAJ8 whole entry, looked up): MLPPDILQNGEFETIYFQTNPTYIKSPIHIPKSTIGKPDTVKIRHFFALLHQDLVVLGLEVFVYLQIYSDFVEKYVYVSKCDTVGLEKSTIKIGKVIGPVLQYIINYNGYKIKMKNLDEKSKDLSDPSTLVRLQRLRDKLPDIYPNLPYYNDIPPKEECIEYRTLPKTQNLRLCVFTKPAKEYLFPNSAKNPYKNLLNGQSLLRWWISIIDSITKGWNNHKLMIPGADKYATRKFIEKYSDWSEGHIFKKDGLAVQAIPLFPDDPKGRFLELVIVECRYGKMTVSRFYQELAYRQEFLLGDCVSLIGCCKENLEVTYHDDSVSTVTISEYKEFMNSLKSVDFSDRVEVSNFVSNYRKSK
Mot1-301 SUMO: blocks SUMOylation pathway, rescuing yeast Mot1-301 growth; AID 2716; S. cerevisiae Mot1-301 growth rescue, ATP luminescence, 38.5C; percent above DMSO median, 100 means doubled; growth rescue, % at 18.8 µM; 320,000 tested, 1% active;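 active means every valid replicate shows activation above 250% relative to neutral control wells; inactive means the rest, any valid replicate at or below 250%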;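 further: OY570 slx delta 5 strain wells were the positive control but not used for scaling; some compounds called inactive have numbers as strong as hits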
dFosB act: activators of mouse delta FosB homodimer | P13346 | 340,000 tested, 0.99% active | purified delta FosB, TAMRA-CDK5 oligo fluorescence polarization; percent of positive-control signal above neutral wells | activation, % at 25 µM;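 active means mean activation above about 17%, with every replicate also reaching it, limit read from the data, passing the limit was not always enough; inconclusive means only one of the two conditions met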;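 further: fluorescence polarization rise as delta FosB binds a TAMRA Cdk5 AP-1 oligo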
Cardiac RTF inh: cardiac RTF calcium desensitization. P19429+P45379. IANBD-labeled cardiac RTF, Ca2+ fluorescence. inhibition, % at 7.15 µM. 340,000 tested, 0.12% active. AID 493244;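 active means inhibition above the mean inhibition of all tested compounds plus 3 SD, cut at about 17% in these data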;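 further: assay run at fixed EC70 calcium of 1.6 mM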
LANA DNA inh: blocks KSHV LANA C-terminal domain binding to DNA; 340,000 tested, 0.078% active; inhibition, % at 9 µM; MBP-C-LANA/FAM-LBS DNA binding, fluorescence polarization;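 active means highest replicate inhibition at or above 60% at 9 µM, even if other replicates fall short; inactive means all replicates below 60% inhibition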;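 further: 0% = neutral control wells and 100% = 4 µM acridine orange control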
RTF Ca sens act: cardiac RTF calcium sensitization. IANBD-labeled TnC RTF fluorescence at EC20 calcium; 0% EC20 calcium, 100% full calcium. activation, % at 7.2 µM. 340,000 tested, 0.24% active. AID 493008;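 active means activation above the mean over all tested compounds plus 3 SD, cut at about 30% in these data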;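 further: rise in fluorescence read as greater calcium sensitivity of cardiac thin filaments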
NSD2 inh: blocks human histone methyltransferase NSD2 | O96028 | NSD2 peptide methylation, AlphaScreen, 120 min | inhibition, % at 12.5 µM | 310,000 tested, 0.54% active | AID 743445; in the data active means inhibition above about 50%
PfHsp90 set2: reduces growth (ATP signal) of yeast expressing P. falciparum Hsp90 | S. cerevisiae expressing PfHsp90, BacTiter-Glo ATP, 48 h; yeast lacking PDR1 and PDR3 efflux regulators | inhibition, % at 9.4 µM | 310,000 tested, 0.32% active | AID 504621;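 active means every replicate shows inhibition above about 80%, whatever the replicate mean, limit read from the data; inconclusive means mean inhibition reaches the set limit but some replicate falls short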;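 further: 0% = DMSO neutral controls and 100% = 20 µM radicicol positive controls; yeast relying on Plasmodium falciparum Hsp90 in place of its own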
CDK5 inh: CDK5/p35 (human) kinase inhibition; inhibition, % at 10 µM; Recombinant CDK5/p35, ADP-Glo luminescence, 60 min; Q00535+Q15078; 330,000 tested, 0.01% active;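 active means highest replicate inhibition of at least 50% and at least 75% of replicates reaching 50%; inconclusive means only one of the two criteria met; inactive means both criteria failed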;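 further: plate controls were DMSO neutral control for no effect and GW8510 at 10 µM for full effect; many of its hits are not listed in these tables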
Target sequence (Q00535 whole entry, looked up): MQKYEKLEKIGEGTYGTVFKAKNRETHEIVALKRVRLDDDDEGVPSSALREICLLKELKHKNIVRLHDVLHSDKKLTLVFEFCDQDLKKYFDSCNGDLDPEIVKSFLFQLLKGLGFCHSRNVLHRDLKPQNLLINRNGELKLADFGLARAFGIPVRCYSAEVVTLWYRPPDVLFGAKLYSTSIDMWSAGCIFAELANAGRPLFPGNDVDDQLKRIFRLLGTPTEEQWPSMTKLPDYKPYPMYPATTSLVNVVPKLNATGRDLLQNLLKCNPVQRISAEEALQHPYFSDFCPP
Target sequence (Q15078 whole entry, looked up): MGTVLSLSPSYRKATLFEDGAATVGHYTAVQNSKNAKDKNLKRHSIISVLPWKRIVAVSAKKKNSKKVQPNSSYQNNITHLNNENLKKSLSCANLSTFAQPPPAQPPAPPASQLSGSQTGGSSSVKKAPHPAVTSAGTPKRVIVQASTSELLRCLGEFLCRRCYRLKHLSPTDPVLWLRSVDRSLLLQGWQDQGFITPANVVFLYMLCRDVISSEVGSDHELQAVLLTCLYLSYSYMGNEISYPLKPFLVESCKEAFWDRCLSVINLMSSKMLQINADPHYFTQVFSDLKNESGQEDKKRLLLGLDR
PvdQ acylase: blocks Pseudomonas aeruginosa PvdQ acylase activity; inhibition, % at 10 µM; purified PvdQ acylase, fluorescence plate reader; 340,000 tested, 0.063% active; in the data active means inhibition above about 30%, passing the limit was not always enough; inconclusive means no clear call, values can overlap the other calls;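 further: 0% = vehicle neutral wells and 100% = reference inhibitor wells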
* marks the source's active call; other numbers are inactive results; u = inconclusive; x = no result given.

A first look, two compounds:
SMILES	Keap1-Nrf2 PPI	Rtt109 Vps75	Mot1-301 SUMO	dFosB act	Cardiac RTF inh	LANA DNA inh	RTF Ca sens act	NSD2 inh	PfHsp90 set2	CDK5 inh	PvdQ acylase
COC(=O)c1ccc(-n2c(C)cc(C(=O)COC(=O)C3=COCCO3)c2C)cc1	-6.1	0.1	1.9	-0.1	3.5	2.7	3.0	4.2	1.3	0.7	-3.5
CCn1ncc(Br)c1C(=O)Nc1cc(C)cc(C)c1	-0.6	-17.5	16.6	-8.8	-5.2	-0.5	-3.9	-0.5	-0.4	-2.6	-15.1

The whole of this part, previewed entries included:
SMILES	Keap1-Nrf2 PPI	Rtt109 Vps75	Mot1-301 SUMO	dFosB act	Cardiac RTF inh	LANA DNA inh	RTF Ca sens act	NSD2 inh	PfHsp90 set2	CDK5 inh	PvdQ acylase
COC(=O)c1ccc(-n2c(C)cc(C(=O)COC(=O)C3=COCCO3)c2C)cc1	-6.1	0.1	1.9	-0.1	3.5	2.7	3.0	4.2	1.3	0.7	-3.5
CCn1ncc(Br)c1C(=O)Nc1cc(C)cc(C)c1	-0.6	-17.5	16.6	-8.8	-5.2	-0.5	-3.9	-0.5	-0.4	-2.6	-15.1
Cc1cc2nnc(SC(C)C)n2c2ccccc12	3.7	2.9	-0.8	-14.3	-6.0	-2.3	3.9	-4.0	10.8	2.3	-1.8
CCC(=O)OC1(C)C(=O)C=C2C=C(CCCC(=O)OC)OC=C2C1=O (configuration not stated)	-1.6	-1.1	-2.3	-10.3	-19.0	10.2	8.0	x	-10.5	0.3	-9.1
CC(C)c1csc(CN2CCC(CO)(Cc3cccc(F)c3)CC2)n1	-0.6	2.8	22.9	-3.2	11.6	-1.1	-4.1	2.9	-1.2	1.4	2.3
O=C(N/N=C/c1c[nH]c2ccccc12)c1cc(-c2ccc(-c3ccccc3)cc2)n[nH]1	-1.3	-4.1	556.4	1.8	-1.6	-0.5	1.0	-1.6	17.8	-0.7	-11.7
Cc1ccccc1NC(=O)CSc1nc(Nc2ccccc2)nc(N2CCOCC2)n1	2.3	5.2	-2.5	4.4	-3.1	0.2	-1.2	-2.8	x	0.2	-13.9
COc1cccc(N(C(=O)c2snc(C(N)=O)c2N)C(C(=O)NCc2ccccc2)c2ccc(O)cc2)c1 (configuration not stated)	-3.5	8.0	26.7	-1.3	4.5	0.8	-3.8	-0.8	-38.9	-0.5	-12.1
O=C(NCc1ccccc1)N1CCC(Cc2ccccc2)CC1	-6.4	-4.4	62.9	-10.2	-8.4	1.3	6.3	3.5	-20.8	0.2	-2.6
Cc1ccc(CNC(=O)C(N=C2NS(=O)(=O)c3ccccc32)C(C)C)cc1 (configuration not stated)	3.2	4.0	-3.4	-11.4	-8.9	1.3	-4.2	3.9	5.0	-1.3	-3.2
CC(C)NC(=O)c1nn2c(C(F)(F)F)cc(-c3ccco3)nc2c1Cl	-2.3	-5.1	-2.9	-6.7	-6.2	-1.2	0.7	-0.5	3.7	0.7	-1.2
O=C(CNc1cccc(S(=O)(=O)N2CCCC2)c1)Nc1cccc(F)c1	-0.8	46.7	-7.9	-4.9	-4.7	0.1	0.3	-1.3	x	0.7	1.1
CCSc1nsc(NC(=O)Nc2ccc(F)cc2F)n1	-1.4	2.3	-10.1	22.9*	-2.3	-0.1	-2.2	3.9	8.7	0.8	17.0
COc1ccccc1CN=C1NC(=O)C(CC(=O)Nc2ccc(C(C)=O)cc2)S1 (configuration not stated)	0.5	5.5	-10.8	7.7	-20.0	-0.2	7.4	7.0	0.2	1.6	2.5
O=C(Oc1ccc[nH]c1=O)c1cccc(Cl)c1	-6.7	-1.5	5.5	0.2	-2.3	0.7	8.3	-3.8	16.9	-4.0	-12.1
COc1ccc(C)cc1Nc1n[n+](-c2ccccc2)c(-c2cc(OC)c(OC)cc2Br)s1	-4.0	-0.1	-19.3	-2.7	-1.9	9.3	2.1	x	-23.7	-2.9	-11.8
O=C(NCC1CCCO1)c1ccc(S(=O)(=O)Nc2ccccc2F)cc1 (configuration not stated)	-2.0	-1.4	-5.8	2.3	-8.7	1.7	0.8	-0.4	8.2	-2.2	-12.5
Cc1ccc(C)c(N(CC(=O)NC2CCCC2)C(=O)c2csnn2)c1	0.2	-8.1	82.9	-1.7	-5.6	-0.7	-2.2	8.3	2.4	-0.1	-15.4
O=C(CSc1nnc2ccccn12)Nc1ccc(S(=O)(=O)N2CCOCC2)cc1	-0.1	-3.1	-8.2	0.1	4.4	0.8	1.2	-10.5	14.6	-0.4	-7.0
COCCN1CCN(C(=O)c2ccc3nc(Cc4ccc(OC)c(OC)c4)oc3c2)CC1	-2.2	-6.9	352.7	-1.0	-0.9	0.2	-2.6	0.0	-11.5	-0.2	7.1
O=c1c2ccccc2ncn1-c1cccc([N+](=O)[O-])c1	-1.3	7.0	-3.5	4.6	1.7	-1.6	1.7	0.6	12.9	-0.1	-2.3
CSCCC(NC(=O)c1ccco1)C(=O)N1CCCCCCC1 (configuration not stated)	-0.2	4.3	-4.6	-0.2	0.5	-0.6	-0.1	-1.3	x	-0.3	-5.2
CC(=O)N1CCN(c2ccc(NC(=O)c3cc4ccccc4o3)cc2)CC1	-4.4	0.5	3.3	-14.8	-6.7	-2.0	-1.6	-0.9	-1.8	0.1	-13.4
CC(C)NC(=O)N(C)C[C@H]1Oc2ccc(NC(=O)C3CC3)cc2C(=O)N([C@H](C)CO)C[C@@H]1C	-4.3	9.8	-12.5	-6.2	0.4	-0.4	-3.1	x	-7.4	0.4	21.5
Cc1ccc(NS(C)(=O)=O)c(C(=O)c2ccccc2)c1	-2.1	-12.7	-0.4	-0.1	-1.8	-0.4	1.6	1.0	9.0	-1.8	-10.0
Cc1ccc(NC(=O)C2CC(=O)Nc3nncn32)cc1 (configuration not stated)	-3.7	-19.6	-6.1	4.0	-19.1	-0.1	3.5	-3.1	-21.7	-1.1	-14.4
O=C(NCc1cccnc1)NC1CC(=O)N(c2ccc3c(c2)OCCO3)C1 (configuration not stated)	1.9	-4.2	-1.2	0.9	1.6	0.6	-1.0	x	8.5	-1.1	15.1
Oc1ccccc1/C=N/NC(=S)NC1CC2CCC1C2 (configuration not stated)	-3.0	1.9	-20.2	-14.1	-12.8	-0.2	10.6	7.3	-49.9	-0.1	-11.1
CCn1nnnc1SCC(=O)N1c2ccccc2Sc2ccccc21	1.2	1.2	70.3	-9.3	1.4	0.8	-6.8	-2.9	x	0.2	-11.3
CCCCC(=O)NC(NC(=S)N1CCOCC1)C(Cl)(Cl)Cl (configuration not stated)	1.4	-9.3	0.0	-2.2	-3.2	0.8	-3.2	0.9	x	1.8	-4.7
COc1ccc(C(=O)COC(=O)C2CC3CCCC(C2)C3=O)cc1Br (configuration not stated)	-0.9	-1.1	-5.6	-8.5	-11.2	-1.1	7.5	0.4	x	-2.9	-13.1
CCN1CCN(C(=S)Nc2ccc(C(C)=O)cc2)CC1	-3.1	5.6	-2.0	8.2	-2.9	1.2	-0.1	21.9	-21.4	1.4	-11.5
COCCn1c(=O)[nH]c2cc(C(=O)Nc3nnc(C)s3)ccc21	0.3	7.9	42.9	-11.9	-0.7	1.1	-8.2	-1.5	11.1	-0.7	0.9
COC(=O)CSc1nnc([C@H](Cc2ccccc2)NC(=O)OC(C)(C)C)o1	0.2	2.6	55.2	2.4	-10.3	-1.2	5.2	0.2	-4.6	0.3	-9.4
O=S(=O)(/N=C/c1ccccc1O)c1cccs1	-1.4	-1.9	-3.6	-4.1	-3.9	0.8	0.4	-2.5	20.8	-0.1	-16.3
COc1ccc(NC(=O)C2CCCN(c3c4c(nc5ncnn35)CCC4)C2)cc1OC (configuration not stated)	-2.3	0.6	534.9	-3.8	-6.7	-0.2	-0.5	0.0	7.5	0.9	-14.2
CCc1ccc(NC(=O)Nc2ccncc2)cc1	7.1	x	75.9	7.9	-18.5	0.3	-6.4	0.6	-1.9	-2.4	-12.5
CCCn1nnnc1NC(=O)c1cc(Br)ccc1OC	0.7	8.5	560.9	-4.0	-8.8	1.7	-5.4	-1.7	-1.5	1.7	-0.7
CCCC(C(=O)NC(C)(C)CC)N(CC1CCCO1)C(=O)CNS(=O)(=O)c1ccc(F)cc1 (configuration not stated)	2.0	4.7	12.4	-1.5	7.4	-0.6	-5.4	-7.0	8.7	-0.2	2.3
Cc1cc(N/N=C/c2ccc(Cl)cc2Cl)nc(NCc2ccccc2)n1	-2.5	-3.2	-30.6	u	3.2	-0.1	5.7	-2.0	-0.1	-0.2	-9.3
COc1ccc(OC)c2c1sc(=NC(=O)C1CCCCC1)n2C	0.6	-5.6	5.3	7.3	4.3	8.2	-3.0	-1.1	0.2	0.3	-6.9
O=C(Nc1ccc(-c2nc3ccccc3[nH]2)cc1)c1ccccc1NS(=O)(=O)c1ccc(F)cc1	1.0	1.9	-17.3	14.8	3.8	-0.8	10.6	5.3	-3.4	-0.8	-18.3
CC(C)(C)c1ccc(-c2noc(CCC(=O)NCC3CCCO3)n2)cc1 (configuration not stated)	-3.0	14.5	-1.1	-7.1	1.4	1.3	7.0	-1.4	x	0.9	14.1
O=C(O)CCN1C(=O)/C(=C\c2ccncc2)SC1=S	-1.4	2.8	-10.1	-2.8	2.3	0.9	4.3	-6.5	30.1	1.6	-4.5
O=C(OCc1ccc(Cl)c(Cl)c1)c1cnccn1	-4.1	0.1	36.1	-2.2	-10.5	1.3	-1.4	-2.6	-14.4	-1.8	-8.2
CCOC(=O)[C@@H]1[C@H]2COc3ccccc3[C@H]2N2C(=O)N(c3cccc(F)c3)C(=O)[C@]12C	5.5	0.0	5.5	-5.7	-0.3	-0.2	-1.8	x	9.1	-1.7	-12.4
CCCn1c(=S)[nH]c2cc(C(=O)N3CCc4ccccc4C3)ccc2c1=O	-4.3	-9.5	-17.6	14.9	-0.6	0.5	-6.6	-0.2	-8.9	-0.5	-11.6
COc1cc(OC)c(NC2=CC(=O)C(=O)c3ccccc32)cc1Cl	-3.2	4.9	-20.3	-13.6	0.5	2.1	-5.9	28.8	3.9	-4.3	-8.3
COc1ccc(S(=O)(=O)NCc2ccco2)cc1-c1nnc2c3ccccc3c(C)nn12	-11.2	7.0	3.5	-15.4	-12.8	0.5	-0.7	5.6	x	2.1	-10.5
CC1(C)CC(=O)C2=C(C1)N1C(=C(C#N)C2c2ccc(Cl)cc2)N=C(N)c2ccccc21 (configuration not stated)	-3.3	-0.6	-10.8	3.7	-6.9	-0.4	-0.1	x	-24.2	-1.1	0.3
Cc1ccc(NC(=O)N(C2=NCC(C)S2)c2ccccc2)cc1 (configuration not stated)	1.0	-1.0	-8.5	-5.7	-6.3	0.6	-0.3	-1.2	-4.3	-0.6	-7.8
N#CC(C(=O)c1ccccc1Cl)=C1SCCCS1	1.0	-1.3	33.4	1.5	x	0.9	x	3.1	-10.8	0.0	-5.2
